RMI-FANCM inh – inhibitors of human RMI core complex binding to FANCM MM2; 70,000 compounds, 0.58% hits; FP signal (polarization) at 33 µM; Fluorescence polarization, RMI core complex with F-MM2 peptide; active compounds read low; in the data active = FP signal below about 40; also: inactives centre near 61; strong numbers were not always called active; unit not given here
Starred values were filed as active, the others as inactive; & = joins results of further samples. Some of the compounds tested; the hit share may differ from the screen's.

SMILES | RMI-FANCM inh
Cc1cc(C)n(C(=O)CN2C(=O)c3cccc4cccc(c34)C2=O)n1 | 51
O=C1NC(=O)/C(=C/C(=O)N2CCCCC2)S1 | 59
Cc1ccc(C)c2[nH]c(=O)c(CCNC(=S)Nc3cccc(Br)c3)cc12 | 74
O=C(Nc1ccc(Cc2ccc(NC(=O)c3ccc(F)cc3)cc2)cc1)c1ccc(F)cc1 | 58
COc1ccc(-c2ccc3ccccc3n2)cc1OC | 52
CCn1nc(C(=O)Nc2nnc(-c3cccs3)o2)cc1C | 65
Cn1c(=O)c2c(SCC(=O)N3CCc4ccccc43)nc(C3CCCC3)nc2n(C)c1=O | 58
Cc1cc(C)c2c(n1)sc1c(=O)sc(NC(=O)c3ccc(C(F)(F)F)nc3C)nc12 | 59
Cc1c(Cl)ccc2sc(N(CC3CCCO3)C(=O)c3cccc(Cl)c3)nc12 (stereo not given) | 53
CCOC(=O)C1C(=O)C=C(c2cccc(NS(C)(=O)=O)c2)CC1c1ccccc1C (stereo not given) | 61&57
CC(C)(C)NC(=NCC1CC1)NN | 54
COc1cc2c(cc1OC)CN(C(=O)CSc1n[nH]c(N)n1)CC2 | 75
CCOC(=O)c1sc2sc(C(=O)OCC)c(C(C)(C)C)c2c1N | 63
C[C@]12CC[C@@H]3c4ccc(O)cc4CC[C@H]3[C@@H]1CCC2=O | 53&54
Nn1c(-c2ccncc2)n[nH]c1=S | 68
O=C(Nc1nc(-c2ccc(Br)s2)cs1)c1ccc2ncsc2c1 | 26*
CS(=O)(=O)c1ccc(Nc2nc(CC(=O)NCc3ccc(F)cc3)cs2)cc1 | 62
O=C(C1CC1)N1CCc2ccc(NS(=O)(=O)c3ccc(F)cc3F)cc21 | 69
CC(C)(C)Sc1ccc2nn(CC(=O)Nc3ccccc3C(F)(F)F)c(=O)n2n1 | 62
CC1CCCC(C)N1c1nn(C)c(=O)[nH]1 (stereo not given) | 56
COC(=O)NC12CCCC(CCC1)C2 | 61
Cc1nc2scc(C)n2c(=O)c1NC(=O)c1cccnc1Cl | 63
NC(=NC(=S)Nc1ccccc1)N1CCOCC1 | 53
CCn1nccc1C(=O)Nc1nc2cc3c(cc2s1)OCCO3 | 67
Cc1ccc(S(=O)(=O)N(CC(=O)Nc2cccc(C(F)(F)F)c2)C(=O)N2CCN(C)CC2)cc1 | 59
Additional records follow.
SMILES | RMI-FANCM inh
CCc1nnc(-c2ccc(NC(=O)COc3ccc(Cl)cc3)cc2)o1 | 66
COc1coc(C(=O)NCc2ccc(F)cc2)cc1=O | 63
COc1ccccc1Oc1coc2c3c(ccc2c1=O)OCN(Cc1cccs1)C3 | 64
O=C(NC1CCCCC1)C(=O)N1CCN(Cc2ccc3c(c2)OCO3)CC1 | 52
CCOC(=O)/C(C#N)=C/NNc1c(C)csc1C(=O)OC | 57
CCOC(=O)C(NC(=O)c1ccco1)(Nc1cc(C)on1)C(F)(F)F (stereo not given) | 61
NC(=O)OCC(COC(N)=O)c1ccccc1 | 52&61
O=C(/C=C/c1cccc(F)c1)c1cccs1 | 64
C[C@]12CCC3c4ccc(O)cc4CCC3C1CCC2=O (stereo not given in full) | 65
CC(=O)Nc1cccc(NC(=O)CSc2nc(CC(=O)NCCC3=CCCCC3)cs2)c1 | 70
CCOC(=O)Nc1ccc(S(=O)(=O)N2CCC(c3nc4ccccc4[nH]3)CC2)cc1 | 55
CC(=O)NCCc1nc2ccccc2n1CCCCOc1ccc(C)cc1 | 64
COc1ccccc1C(=O)N1CCc2cc(S(=O)(=O)NC3CCCC3)ccc21 | 65
COc1cc2c(cc1OC)C(COc1cc(C)cc(C)c1)N(C(=O)CSCc1ccccc1)CC2 (stereo not given) | 57
Cc1nn(C2CCS(=O)(=O)C2)c2nc(-c3cccs3)cc(C(=O)NCc3cccs3)c12 (stereo not given) | 64
Cc1cccc(-c2noc(CSc3nc4ccsc4c(=O)n3-c3ccccc3)n2)c1 | 74
CSc1ccc(CC(=O)N(CCn2cccn2)c2nc3c(F)cccc3s2)cc1 | 69
Nc1nc(SCC(=O)Nc2cccc(F)c2)ncc1S(=O)(=O)c1cccs1 | 70
Cc1cc2nc[nH]c2cc1C | 67
O=C(NCCC1=CCCCC1)C(=O)NCCc1c[nH]c2ccccc12 | 70
CC(=O)SCC(=O)Nc1nc2ccc(F)cc2s1 | 63
O=C(CSc1ncnc2scc(-c3ccc(Cl)cc3)c12)Nc1nsc(-c2ccc(Cl)cc2)n1 | 79
CCN(CC)CCCC(C)NC(=O)c1cc2c(=O)n3cccc(C)c3nc2n1C (stereo not given) | 63
CSC1=NCCN1C(=O)COc1ccccc1 | 65
CCc1nc2c(OC)ccc(OC)c2nc1CC | 59

In another format: 2 of the compounds above.
| SMILES | RMI-FANCM inh |
| --- | --- |
| O=C(CSc1ncnc2scc(-c3ccc(Cl)cc3)c12)Nc1nsc(-c2ccc(Cl)cc2)n1 | 79 |
| CC(=O)NCCc1nc2ccccc2n1CCCCOc1ccc(C)cc1 | 64 |

A different layout for some results above.
SMILES	RMI-FANCM inh
CSc1ccc(CC(=O)N(CCn2cccn2)c2nc3c(F)cccc3s2)cc1	69
CCc1nc2c(OC)ccc(OC)c2nc1CC	59
COc1coc(C(=O)NCc2ccc(F)cc2)cc1=O	63
Cc1cc2nc[nH]c2cc1C	67
C[C@]12CCC3c4ccc(O)cc4CCC3C1CCC2=O (stereo not given in full)	65
CC(=O)Nc1cccc(NC(=O)CSc2nc(CC(=O)NCCC3=CCCCC3)cs2)c1	70
CCOC(=O)Nc1ccc(S(=O)(=O)N2CCC(c3nc4ccccc4[nH]3)CC2)cc1	55

(listing goes on)
SMILES | RMI-FANCM inh
Cc1ccc(C)n1CCn1c(C)ccc1C | 80
Cc1onc(-c2ccccc2)c1C(=O)Cn1cc([N+](=O)[O-])nc1C | 53
O=C(Nc1nc2ccccc2c2nc3ccccc3n12)c1sc2ccccc2c1Cl | 59
CCOC(=O)c1cnc2cc(C(F)(F)F)ccc2c1Nc1c(C)n(C)n(-c2ccccc2)c1=O | 67
Oc1c(C(c2cccc(F)c2)N2CCc3ccccc3C2)sc2ncnn12 (stereo not given) | 61
CSc1nn(CSc2c(Cl)cccc2Cl)c(=S)s1 | 52
CN1CC(=O)NC1=N | 53
COc1ccccc1NC(=O)CCCSc1ccc(NC(=O)C2CC2)nn1 | 64
COc1cccc(Nc2nc3c(S(=O)(=O)c4ccc(C)c(C)c4)nnn3c3ccc(Cl)cc23)c1 | 81
COc1cc2c(cc1OC)C(COc1ccc3c(C)cc(=O)oc3c1)N(C(=O)CCCc1ccccc1)CC2 (stereo not given) | 70
O=C(Nc1ccon1)c1csc2nc(-c3ccc(F)cc3)cn12 | 63
O=C(Nc1ccccc1C(F)(F)F)c1ccc(=O)n(Cc2cccc(Cl)c2)c1 | 54
Cn1ncc2c(NNC(=O)Cc3cccc4ccccc34)ncnc21 | 57
COc1ccccc1N1CCN(CCNC(=O)c2ccc(Cl)c(Cl)c2)CC1 | 63
CCOC(=O)c1ccc(NC(=O)Cn2cnc(-c3ccc(OCC)cc3)cc2=O)cc1 | 90
CCC1=N/C(=C\c2ccc(Br)cc2)C(=O)O1 | 74
Cc1cc(NCc2ccc3c(c2)OCO3)nc(-n2cc([N+](=O)[O-])cn2)n1 | 56
O=C(NNC(=O)c1cc(Cl)sc1Cl)c1ccc(S(=O)(=O)N2CCCCCC2)cc1 | 60
CCOc1cccc2sc(NC(=O)C(C)C)nc12 | 57
O=C(CSc1nnc(-c2ccncc2)o1)Nc1cccc([N+](=O)[O-])c1 | 54
Fc1ccc(-c2ccc(SCCN3CCCCC3)nn2)cc1 | 56
COc1ccc(N(C)S(=O)(=O)c2ccsc2-c2nc(-c3ccc(OC)c(OC)c3)no2)cc1 | 60
CSc1ccccc1NC(=O)c1cccc(-n2cnnn2)c1 | 62
CS(=O)(=O)N1CCCc2ccc(NC(=O)C(=O)NCc3cccs3)cc21 | 57
COC(=O)Cn1c(=NC(=O)c2ccnn2C)sc2cc(Cl)ccc21 | 67
Remaining list, next part:
SMILES | RMI-FANCM inh
CCOC(=O)c1c(NC(=S)NC(=O)Cc2ccccc2)sc(C)c1C | 56
CSc1cccc2sc(N)nc12 | 69
O=C(CSc1nccc(-c2cc(-c3ccccc3Cl)no2)n1)Nc1ccc(Cl)cc1 | 62
O=C(NC(=S)Nc1ccc(C23CC4CC(CC(O)(C4)C2)C3)cc1)C12CC3CC(CC(C3)C1)C2 | 62
COc1ccc(CCn2c(SCc3c(F)cccc3Cl)nc3ccccc3c2=O)cc1OC | 57
COc1ccc(OC)c(/C=N\NC(=O)Cc2nc3ccccc3[nH]2)c1 | 62
CCOC(=O)N1CCN(C(=O)CSc2ccc(NC(=O)c3ccco3)nn2)CC1 | 65
COc1ccc(CCS(=O)(=O)Nc2ccc3c(c2)CN(C(=O)C2CC2)CC3)cc1 | 67
CN1CCCc2cc(C(CNC(=O)NC(C)(C)C)N(C)C)ccc21 (stereo not given) | 66
CC(C)c1cc(=O)n2c(n1)SCC2CC(=O)NCCC1=CCCCC1 (stereo not given) | 66
COc1cc(O)c2c(=O)c(O)c(-c3ccc(O)c(O)c3)oc2c1 | 87
Cc1nc(CSc2nnc3scc(-c4ccc(Cl)cc4)n23)cs1 | 76
CCOC(=O)c1c(NC(=O)c2ccc([N+](=O)[O-])s2)sc(C)c1C | 68
CC(/C=C1\SC(=S)N(NC(=O)c2cccc([N+](=O)[O-])c2)C1=O)=C\c1ccccc1 | 57
Cc1ccc(Oc2nc3ccccc3n3c(=O)n(CC(=O)Nc4cccc(C(F)(F)F)c4)nc23)cc1 | 122
COc1ccc(-c2cc(-c3ccc(C)c(C)c3)nc(SCC(=O)Nc3nsc(-c4ccccc4)n3)c2C#N)cc1OC | 90
O=c1ccc(-c2ccc(F)cc2)nn1CCCNS(=O)(=O)c1ccc(Cl)s1 | 68
COC(=O)c1ccc(NC(=O)C(=O)NCCN2CCN(c3ccc(F)cc3)CC2)cc1 | 69
COc1ccc(N2CCN(CCNC(=O)C(=O)Nc3cc(C)nc4ccccc34)CC2)cc1 | 70
Cc1ccc(OCC(=O)Nc2ccccc2C(=O)O)c(Br)c1 | 67
CC1CN(c2cc(=O)n(Cc3ccc(F)cc3)c(=O)[nH]2)CC(C)O1 (stereo not given) | 57
COc1cccc(C(=O)Nc2nc(CN3CCc4ccccc4C3)cs2)c1OC | 66
CCOc1ccc2nc(SCc3c(F)c(F)c(F)c(F)c3F)[nH]c2c1 | 44
Cc1cc(C)c2c(N)[nH]nc2n1 | 61
Cc1ccccc1Cn1nc(C2CCCN(S(C)(=O)=O)C2)n(C)c1=O (stereo not given) | 62

Of the compounds above, these contain a tert-butyl group:
SMILES | RMI-FANCM inh
CC(C)(C)NC(=NCC1CC1)NN | 54
CCOC(=O)c1sc2sc(C(=O)OCC)c(C(C)(C)C)c2c1N | 63
CC(C)(C)Sc1ccc2nn(CC(=O)Nc3ccccc3C(F)(F)F)c(=O)n2n1 | 62
CN1CCCc2cc(C(CNC(=O)NC(C)(C)C)N(C)C)ccc21 (stereo not given) | 66

Next part:
SMILES | RMI-FANCM inh
O=S(=O)(c1cccs1)N1CCN(c2ccc3nncn3n2)CC1 | 68
COc1ccc(-c2nnc3ccc(OCCNC(=O)C(C)(C)C)nn23)cc1OC | 72
Cc1cccc2c3nc4ccccc4nc3n(C)c12 | 75
Cc1nc2c(ccc3nc(NC(=O)c4ccc(N(C)C)cc4)sc32)s1 | 74
COc1ccc(-n2c(Cc3cccn3C)nnc2SCC(=O)Nc2cc(C)on2)cc1 | 61
Fc1cccc(Cl)c1CSc1nnc(-c2ccco2)o1 | 61
COc1ccc(CCNC(=O)c2ccc(CNS(=O)(=O)c3ccc(C(C)(C)C)cc3)cc2)cc1OC | 59
COC(=O)[C@H](CC(N)=O)NC(C)=O | 62
CCN1C(=O)C(C)(C)COc2ccc(NC(=O)Cc3cccs3)cc21 | 57
O=S(=O)(Nc1cccc(-c2ccc3nncn3n2)c1)c1cccc(F)c1 | 66
N/C(Cn1ccc(C(F)(F)F)n1)=N/OC(=O)Nc1ccc(SC(F)(F)F)cc1 | 56
O=C(O)C(Cc1ccc([N+](=O)[O-])cc1)NS(=O)(=O)c1ccc(OC(F)(F)F)cc1 (stereo not given) | 53
CCOC(=O)Nc1c(N)n(C)c(=O)n(C)c1=O | 55
Cc1ccc(C(=O)CSC#N)cc1 | 51
COc1ccc(CN2C(=O)c3cccc4cccc(c34)C2=O)cc1S(=O)(=O)N1CCOCC1 | 61
Cc1csc(N2C(=N)SCC2=O)n1 | 63
CCCN1CCCc2cc(CCNC(=O)C(=O)Nc3nccs3)ccc21 | 67
COc1cn(-c2ccc(F)cc2)nc1C(=O)NCc1cccs1 | 63
Cc1ccc(NC(=O)CCS(=O)(=O)Cc2ccccc2)c(Br)c1 | 51
CCc1ccnc(NS(=O)(=O)c2ccc3c(c2)OCCO3)c1 | 53
Cc1sc2ncnc(N3CCN(c4ncnc5sc(C)c(C)c45)CC3)c2c1C | 72
CCn1c(SCC(=O)Nc2cc(F)ccc2F)nc2c(-c3ccccc3)c[nH]c2c1=O | 88
Cc1nnc(NC(=O)c2ccc(S(=O)(=O)NCc3ccccn3)cc2)s1 | 63
CN1CCN(C)c2c1c(=O)c2=O | 53
Cc1cc(C)n(-c2nc(C)c(C)c(=O)n2CC(=O)NCc2ccco2)n1 | 54
More structures follow:
SMILES | RMI-FANCM inh
COc1ccc(NC(=O)Nc2c(C)nc3ccccn3c2=O)cc1 | 72
CN(C)/C=C1\SCc2ccccc2C1=O | 56
O=C(Cc1csc(Nc2ccccc2)n1)Nc1ccc2c(c1)OCO2 | 64
COc1cccc(OCC(=O)NCCS(=O)(=O)N2CCN(c3ncccn3)CC2)c1 | 62
Cc1cc(SCC(=O)Nc2ccc(C(C)(C)C)cc2)nc2ccccc12 | 84
O=S1(=O)CCC(Oc2ccccc2)C1 (stereo not given) | 59
CCOC(=O)C(C#N)N=C(C#N)C#N (stereo not given) | 56
COc1ccccc1C(=O)NCCn1cc(SCC(=O)Nc2ccc(F)cc2F)c2ccccc21 | 63
